Bioassay records from PubChem.
esBAF inh: SWI/SNF esBAF complex inhibition. mouse ES cells, Bmi1-luciferase knock-in reporter, 24 h; 100% = twice the neutral-well signal. reporter increase, % at 12.5 µM. 350,000 compounds, 2% hits. AID 602393; in the data active means activation above about 40%;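 further: 0% = median of the plate's neutral control wells and 100% = double that signal; a rise in the Bmi1 reporter signal indicates esBAF inhibition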
FN deposition inh: fibronectin deposition inhibition. 350,000 compounds, 0.086% hits. AH1F fibroblasts, Alexa488-fibronectin deposition fluorescence, overnight. inhibition, % at 12.6 µM;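 active means mean inhibition across replicates of 30% or more, regardless of how many single replicates reach that level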;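 further: positive control wells lacked labelled fibronectin entirely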
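material = AH1F fibroblast monolayer depositing Alexa488-labelled fibronectin into matrix | amount = 10000 AH1F cells/well | buffer or medium = DMEM plus 2% serum, read in PBS | incubation = 1 h cell adhesion before compound, then overnight fibronectin incubation | detection = fluorescence at 485 nm excitation, 525 nm emission | evaluation = percent inhibition as loss of matrix-bound fibronectin fluorescence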
S100A4 MyoIIA: inhibitors of human S100A4 binding to myosin IIA peptide | inhibition, % at 10.7 µM | 360,000 compounds, 0.14% hits | AID 652163 | S100A4/TAMRA-MyoIIA peptide fluorescence polarization | P26447;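 active means mean inhibition of at least 70% across replicates, with every replicate also reaching that level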
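Material: S100A4 monomer protein | Medium: HEPES pH 7.2 with CaCl2, KCl, NaCl, DTT, Triton | Reagent: Labelled myosin peptide probe, 5 nM | Doses: One dose per compound | Times: 5 min incubation before reading | Benchmarks: Neutral control DMSO, positive control TFP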
RAD54 inh: blocks human RAD54 Holliday junction branch migration; FAM/BHQ fluorescence; inhibition, % at 10.4 µM; AID 602329; 360,000 compounds, 0.14% hits; Q92698;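 active means mean normalized replicate activity at least 40 and at least half of replicates scoring 40 or more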;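 further: 0% = median of neutral control wells and 100% = median of positive control wells; inhibitors cause a drop in the FAM fluorescence signal; in these data hits start at about 50%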
EWS-Fli inh: inhibitors of EWS/Fli oncoprotein transcriptional activity; A673 NR0B1-luciferase reporter, viability-normalised; inhibition, % at 12.6 µM; 350,000 compounds, 0.67% hits; AID 651661;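 active means mean inhibition of at least 50% after viability correction, with every replicate also passing that limit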;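 further: firefly luciferase signal divided by Alamar Blue viability fluorescence both relative to DMSO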
Xi reactivation: reactivates the inactive X chromosome in mouse fibroblasts; XiGFP mouse fibroblasts, % GFP-positive cells imaging, 3 d; cells co-treated with 5-aza-dC sensitizer; scaled so ellipticine positive control = 100%; activation, % at 7.58 µM; 360,000 compounds, 0.055% hits;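 active means mean normalized replicate activation at least 10% and every replicate at or above 10%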;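 further: 0% = median of on-plate neutral control wells and 100% = ellipticine 6 µM median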
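Assay system: SV40-immortalized XiGFP fibroblast cells, line 68-5-11; buffer or medium: DMEM plus 5-aza-dC sensitizer; compound: one concentration, pinned; timing: compounds 3 days, fix/stain 15 min at room temperature; benchmarks: positive control ellipticine, 6 µM final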
E-sel inducer: E-selectin induction on HUVECs; 260,000 compounds, 0.37% hits; AID 686992; activation, % at 7.58 µM; HUVEC E-selectin immunofluorescence imaging; normalized: neutral wells 0, TNF-alpha wells 100;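 active means mean E-selectin-positive cell signal at least 10% of the positive control, reached in at least 60% of replicates, without over 20% cell loss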;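 further: in these data hits start at about 27%; measured in HUVEC primary endothelial cells; signal is the percent of cells scored E-selectin positive by PE staining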
Target sequence (P16581 whole entry, looked up): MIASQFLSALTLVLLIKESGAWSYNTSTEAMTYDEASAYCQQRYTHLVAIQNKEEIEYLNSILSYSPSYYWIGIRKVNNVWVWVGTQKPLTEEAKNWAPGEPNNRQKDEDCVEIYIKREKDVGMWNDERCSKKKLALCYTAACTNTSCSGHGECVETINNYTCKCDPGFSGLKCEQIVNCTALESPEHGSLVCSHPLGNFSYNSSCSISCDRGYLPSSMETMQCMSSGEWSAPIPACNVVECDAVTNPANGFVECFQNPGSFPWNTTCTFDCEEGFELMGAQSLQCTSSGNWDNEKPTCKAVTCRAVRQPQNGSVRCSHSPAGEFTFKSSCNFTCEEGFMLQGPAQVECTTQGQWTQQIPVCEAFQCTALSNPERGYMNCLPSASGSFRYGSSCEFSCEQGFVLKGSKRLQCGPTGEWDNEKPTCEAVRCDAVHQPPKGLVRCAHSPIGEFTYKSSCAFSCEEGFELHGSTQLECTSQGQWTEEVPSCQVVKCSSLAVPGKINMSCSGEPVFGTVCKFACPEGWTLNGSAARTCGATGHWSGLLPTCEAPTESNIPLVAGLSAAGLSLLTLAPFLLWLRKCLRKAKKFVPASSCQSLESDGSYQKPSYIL
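material = human umbilical vein endothelial cells (HUVEC), E-selectin induction | quantity = 3,000 cells/well | medium = EGM-2 growth medium on 0.1% gelatin-coated wells | technique = immunofluorescence imaging | read-out basis = % PE-positive cells | control set = TNF-alpha positive control, DMSO neutral control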
RAD52 inh: blocks human RAD52 DNA annealing; recombinant RAD52 DNA annealing, FRET fluorescence; inhibition, % at 18.7 µM; 360,000 compounds, 0.46% hits; AID 651710;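 active means every replicate showing at least 50% inhibition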
Target sequence (P43351 whole entry, looked up): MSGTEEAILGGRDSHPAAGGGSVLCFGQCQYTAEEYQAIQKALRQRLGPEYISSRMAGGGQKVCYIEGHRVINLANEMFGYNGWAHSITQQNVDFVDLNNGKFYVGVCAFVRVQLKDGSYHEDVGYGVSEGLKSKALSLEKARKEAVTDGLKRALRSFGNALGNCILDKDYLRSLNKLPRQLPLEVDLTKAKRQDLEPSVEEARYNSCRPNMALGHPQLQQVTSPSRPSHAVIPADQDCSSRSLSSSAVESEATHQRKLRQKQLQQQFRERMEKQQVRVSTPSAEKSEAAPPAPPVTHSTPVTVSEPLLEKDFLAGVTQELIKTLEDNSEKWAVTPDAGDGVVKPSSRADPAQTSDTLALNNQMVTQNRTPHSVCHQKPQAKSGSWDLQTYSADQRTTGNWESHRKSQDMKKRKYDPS
Numbers without * were called inactive; nt = not tested or not shown.

SMILES	esBAF inh	FN deposition inh	S100A4 MyoIIA	RAD54 inh	EWS-Fli inh	Xi reactivation	E-sel inducer	RAD52 inh
Cc1noc(C)c1S(=O)(=O)Nc1ccc2c(c1)C(=O)N([C@H](C)CO)C[C@@H](C)[C@@H](CN(C)Cc1ccc(C(=O)O)cc1)O2	-5	nt	7	8	-5	0.2	0.4	-1
O=C1c2ccccc2NC(c2ccccc2F)N1NS(=O)(=O)c1ccccc1 (stereo not given)	nt	-9	-5	-1	6	0.0	-0.1	7
CC(=O)Oc1ccc(/C=N/NS(=O)(=O)c2ccc(C)cc2)c(OC(C)=O)c1	-3	7	3	-6	7	0.2	nt	-14
O=C(C[C@H]1C=C[C@@H](NC(=O)NC2CCCCC2)[C@H](CO)O1)NCc1ccc(F)cc1	-2	-1	1	2	-1	0.0	0.2	-3
O=C(C(=O)N1CCCc2ccccc21)c1cn(CC(=O)N2CCOCC2)c2ccccc12	0	-6	0	-5	-2	0.6	4.2	-26
O=C(NCCN1CCOCC1)C(=O)NCC1OCCCN1S(=O)(=O)c1ccc(F)cc1 (stereo not given)	2	0	-11	7	5	0.3	nt	-25
Cc1ccccc1NC(=O)COC(=O)c1ccccc1SCC(=O)N1CCCC1	9	nt	-2	-34	nt	0.1	-0.8	-18
COc1cc(C(=O)OCC(=O)Nc2cccc(S(=O)(=O)N3CCCC3)c2)ccc1OCC(C)C	nt	-8	1	nt	0	0.2	0.2	-9
O=C(NCc1ccccn1)c1ccc(NS(=O)(=O)c2cccc(Cl)c2)cc1	7	-7	-2	2	5	0.0	nt	-10
CN(C)C(=O)[C@H]1[C@H](CO)[C@H]2Cn3c(ccc(-c4cccc(F)c4)c3=O)[C@@H]1N2CCc1ccccc1	-5	nt	70	-5	-1	0.6	-0.3	4
CNC[C@@H]1Oc2ccc(NS(=O)(=O)c3ccccc3)cc2CC(=O)N([C@H](C)CO)C[C@H]1C	-3	nt	0	-1	nt	-0.8	0.9	-2
O=C(NC(=S)Nc1ccccc1Br)C1CCCCC1	nt	-2	-4	nt	-43	0.1	-0.1	-10
C[C@@H]1CN([C@@H](C)CO)C(=O)Cc2cc(NS(=O)(=O)c3cn(C)cn3)ccc2O[C@@H]1CN(C)C(=O)Nc1ccc(F)cc1	-2	-11	3	-5	-4	-0.1	-0.3	16
CCC(=O)OCC(=O)Nc1ccc2c(c1)OCO2	4	nt	-5	2	4	0.0	nt	-20
COc1ccc(NC(=O)CC(=O)Nc2ccc(OC)cc2)cc1	nt	-8	3	nt	7	-0.1	nt	-7
COc1ccc(CNn2c(-c3cccc(C)c3)nc3ccccc3c2=O)cc1OC	0	nt	-5	2	-4	nt	nt	-16
C[C@H](NC(=O)C[C@@H]1CC[C@H](NC(=O)Cc2ccccn2)[C@H](CO)O1)c1ccccc1	1	-2	8	1	-7	0.1	-0.2	13
O=C(C[C@@H]1C=C[C@@H](NC(=O)C2CC2)[C@@H](CO)O1)NCC1CC1	1	nt	-1	-9	-7	-0.3	0.1	5
O=C(C[C@@H]1C=C[C@H](NC(=O)C2CC2)[C@@H](CO)O1)NCc1ccccc1Cl	-3	-6	16	2	4	0.0	0.2	6
COc1ccc(OC)c(-c2csc(NC(=O)CSCC(=O)Nc3cc(C)on3)n2)c1	-6	-2	-2	3	-5	0.0	-1.2	-7
COc1cccc(C#Cc2cnc3c(c2)C(=O)N([C@H](C)CO)C[C@H](C)[C@@H](CN(C)C(C)=O)O3)c1	3	5	-4	5	-3	-0.5	0.0	16
CC(=O)Nc1ccc(NC(=O)/C=C/c2ccc3c(c2)OCO3)cc1	nt	nt	-6	nt	-47	0.0	nt	-17
CC(=O)Nc1ccc2c(c1)C(=O)N(C)[C@H]1CC[C@H](CC(=O)NCc3ccc(F)cc3)O[C@H]1CO2	-3	4	16	-4	5	0.0	0.1	4
COc1ccc(Br)c(C(=O)NC2CCCC2)c1	nt	3	-1	nt	10	0.0	nt	-3
CCCCC(=O)N(C)c1c(CC)nc2c(OCC(=O)N3CCOCC3)cccn12	-9	0	-3	5	-14	-0.1	1.6	-1

Random excerpt: five compounds from above
SMILES	esBAF inh	FN deposition inh	S100A4 MyoIIA	RAD54 inh	EWS-Fli inh	Xi reactivation	E-sel inducer	RAD52 inh
O=C1c2ccccc2NC(c2ccccc2F)N1NS(=O)(=O)c1ccccc1 (stereo not given)	nt	-9	-5	-1	6	0.0	-0.1	7
O=C(NC(=S)Nc1ccccc1Br)C1CCCCC1	nt	-2	-4	nt	-43	0.1	-0.1	-10
C[C@@H]1CN([C@@H](C)CO)C(=O)Cc2cc(NS(=O)(=O)c3cn(C)cn3)ccc2O[C@@H]1CN(C)C(=O)Nc1ccc(F)cc1	-2	-11	3	-5	-4	-0.1	-0.3	16
CNC[C@@H]1Oc2ccc(NS(=O)(=O)c3ccccc3)cc2CC(=O)N([C@H](C)CO)C[C@H]1C	-3	nt	0	-1	nt	-0.8	0.9	-2
CC(=O)Nc1ccc(NC(=O)/C=C/c2ccc3c(c2)OCO3)cc1	nt	nt	-6	nt	-47	0.0	nt	-17

(more compounds)
SMILES	esBAF inh	FN deposition inh	S100A4 MyoIIA	RAD54 inh	EWS-Fli inh	Xi reactivation	E-sel inducer	RAD52 inh
CC(C)C#Cc1ccc2c(c1)O[C@@H](CN(C)C(=O)NC(C)C)[C@H](C)CN([C@H](C)CO)S2(=O)=O	-4	nt	106*	3	-8	-0.9	-0.1	25
O=C(Cc1ccccc1)N1C[C@H]2[C@@H](c3ccccc31)[C@@H](CO)N2C(=O)C1CCCC1	-5	3	nt	0	3	0.0	0.2	nt
COCC(=O)N[C@@H]1c2cc(OC)c(OC)cc2C[C@H]1OCc1ccccc1	0	-1	4	-12	9	0.3	-0.1	-14
C[C@H](CO)N1C[C@H](C)[C@@H](CN(C)C(=O)c2ccccc2)Oc2ncc(C3=CCCC3)cc2C1=O	-5	nt	-4	5	2	-0.9	-0.6	-5
CCCOc1ccc(C(=O)Nc2ccc(N3CCOCC3)cc2N2CCOCC2)cc1OCC	-1	-2	6	-4	3	0.0	4.9	-20
O=C1CC(c2ccccc2)CC(O)=C1C=Nc1ccccc1 (stereo not given)	nt	4	-7	nt	13	0.0	nt	-12
CCOc1ccccc1CN1CCC(Oc2cccc(C(=O)NCCOC)c2)CC1	2	-2	2	-9	15	0.3	-0.1	-13
O=C(Cc1ccncc1)NCC[C@@H]1CC[C@H](NC(=O)Nc2ccc(Cl)cc2)[C@H](CO)O1	3	nt	4	-3	1	0.1	-0.1	-35
Cc1ccc(-c2csc(C(C)(O)c3ccc(F)c(F)c3)n2)cc1C (stereo not given)	-3	1	-2	-1	-5	0.1	-1.5	-7
CC1CCCCC1NC(=O)C1CCCN(S(=O)(=O)c2ccc(-n3cnnn3)cc2)C1 (stereo not given)	2	-1	-6	2	9	0.3	1.2	-13
CCc1c(C)nc(N2CCN(c3ccccc3)CC2)[nH]c1=O	8	-3	-2	-3	-11	0.0	-0.6	-19
Cc1ccc(C)c(OCCC(=O)N2CCN(S(=O)(=O)c3ccc([N+](=O)[O-])cc3)CC2)c1	-3	2	0	-2	2	-0.1	nt	-6
CN1[C@H](C(=O)NC2Cc3ccccc3C2)[C@@H](CO)[C@@H]2Cn3c(ccc(C4=CCCC4)c3=O)[C@@H]21	1	nt	-5	-14	0	0.2	-0.5	-35
CCCC(=O)Nc1ccc2c(c1)OC[C@H](C)N(C(=O)c1ccncc1)C[C@@H](C)[C@H](OC)CN(C)C2=O	-4	17	1	9	-6	-0.1	0.0	7
CCCNC(=O)N1[C@H](CO)[C@@H](c2ccc(C3=CCCC3)cc2)[C@H]1CNC(C)=O	2	8	nt	-5	-2	0.0	0.0	nt
CCOC(=O)Cc1csc(NC(=O)Nc2ccc(Cl)cc2)n1	nt	3	-5	nt	8	0.3	-1.6	0
Cc1cc(C(=O)N/N=C/c2ccc(-c3cccc(Br)c3)o2)n[nH]1	nt	-17	3	5	6	0.3	0.0	-13
C[C@@H]1CCCCO[C@H](CN(C)C(=O)CCC(F)(F)F)[C@H](C)CN([C@H](C)CO)C(=O)c2cc(NC(=O)C3CCCCC3)ccc2O1	-3	-5	-4	-2	6	0.3	0.2	4
COCCNc1nc(-c2ccc(OC)cc2)c(-c2ccc(OC)cc2)s1	nt	3	6	nt	16	0.2	2.6	-17
C[C@@H]1CN([C@H](C)CO)C(=O)c2cccc(NC(=O)Nc3cccc4ccccc34)c2O[C@H]1CN(C)S(=O)(=O)c1ccccc1	-7	nt	9	7	4	-0.7	0.7	1
Cc1ccc(NC(=O)Nc2ccno2)cc1	nt	1	-3	14	-3	0.0	-0.4	-2
C[C@@H]1CN([C@H](C)CO)C(=O)c2cc(-c3ccccc3)cnc2O[C@@H]1CN(C)C(=O)c1ccccc1F	0	-4	14	0	-7	0.9	-0.3	9
CC(=O)c1ccccc1C(=O)N1CCCC(N2CCN(Cc3ccc4c(c3)OCO4)CC2)C1 (stereo not given)	nt	-3	-3	7	nt	0.0	-0.1	-20
COc1ccc(-c2ccc([C@@H]3[C@H]4CN(C(=O)C5CCC5)CC(=O)N4[C@H]3CO)cc2)cc1	nt	0	13	nt	13	0.0	0.0	15
O=C(O)c1ccccc1Cc1nc2cc(Cl)ccc2c(=O)[nH]1	nt	-1	7	nt	8	0.4	-2.6	-16

Continued.
SMILES	esBAF inh	FN deposition inh	S100A4 MyoIIA	RAD54 inh	EWS-Fli inh	Xi reactivation	E-sel inducer	RAD52 inh
CCc1cccc2c(C(=O)COC(=O)c3nccnc3N)c[nH]c12	79*	-2	-6	4	-26	-0.3	-0.1	-10
COc1ccccc1C#Cc1cnc2c(c1)C(=O)N([C@H](C)CO)C[C@@H](C)[C@H](CN(C)C(=O)CN(C)C)O2	-3	nt	0	7	8	-0.8	0.1	40
Cc1c(CC(=O)Nc2ccc(Cl)cc2)sc2ccc(Cl)cc12	2	3	6	1	0	0.0	-0.1	-3
Clc1ccc(OCc2nc(-c3ccc(Br)o3)no2)cc1	-1	-1	-9	-2	-12	-0.1	-0.3	-58
CNC(=O)C1CC(=O)N(c2ccc(OCC(=O)Nc3ccccc3)cc2)C1 (stereo not given)	-1	-1	-1	11	1	-0.2	0.5	-16
C[C@@H]1CN([C@@H](C)CO)C(=O)c2cc(NC(=O)Nc3ccc(C(F)(F)F)cc3)ccc2O[C@@H]1CN(C)Cc1ccccc1	3	nt	-33	1	17	-1.3	0.0	-3
COc1ccccc1/C=C/C(=O)OCC(=O)N1CCN(S(=O)(=O)c2ccc(C)cc2C)CC1	1	4	0	-3	2	0.1	-0.3	-13
CCCOc1ccc(C2CC(=O)NC2=O)cc1 (stereo not given)	5	6	-3	-11	-6	0.0	nt	-12
CO[C@H]1CC[C@H]2CCN(C)C(=O)[C@H](C)CN(C)C(=O)c3cc(C#N)ccc3OC[C@H]1O2	-1	5	-9	8	0	0.1	0.1	3
CCNC(=O)NC(=O)CSc1ccc(S(=O)(=O)N(C)C2CCCCC2)cn1	-8	2	1	-6	10	0.3	3.8	-8
CO[C@@H](CN(C)C(=O)c1ccc2c(c1)OCO2)[C@H](C)CN([C@@H](C)CO)S(=O)(=O)c1ccc(C)cc1	0	4	12	0	-2	-0.1	0.0	0
Cc1nc(-c2ccccc2)sc1C1(C)CC(c2cccc([N+](=O)[O-])c2)=NO1 (stereo not given)	nt	10	8	-5	-20	0.2	0.0	-10
